CXCR6 block – CXCR6 receptor inhibitors, primary screen, cell-based, beta-arrestin, luminescence, CHO-K1 PathHunter, 1536-well; inhibition, % at 20 µM; 0.36% of 360,000 active; AID 602244, 2012; in the data active = inhibition above about 34%, passing the limit was not always enough;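 also: antagonist mode with CXCL16 agonist at 10 nM final; 0% = 10 nM CXCL16 with DMSO and 100% = unstimulated wells without agonist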
Target sequence (O00574 whole entry, looked up): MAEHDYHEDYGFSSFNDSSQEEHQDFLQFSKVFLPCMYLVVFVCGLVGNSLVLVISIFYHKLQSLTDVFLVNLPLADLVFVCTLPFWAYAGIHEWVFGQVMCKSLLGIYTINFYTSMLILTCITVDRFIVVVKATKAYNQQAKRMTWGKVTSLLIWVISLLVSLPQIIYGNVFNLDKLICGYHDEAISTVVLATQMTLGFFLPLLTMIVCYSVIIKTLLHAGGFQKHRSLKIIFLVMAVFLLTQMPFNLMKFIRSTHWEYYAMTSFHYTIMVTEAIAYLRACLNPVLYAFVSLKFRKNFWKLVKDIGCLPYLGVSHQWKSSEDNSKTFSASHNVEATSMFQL
CCR6 antag – CCR6 receptor antagonists, primary screen, cell-based, CHO-K1, luminescence, beta-arrestin, uHTS | C-C chemokine receptor type 6 (Homo sapiens), P51684 | CHO-K1 CCR6 PathHunter beta-arrestin, CCL20-stimulated | inhibition, % at 20 µM | 0.49% of 340,000 active;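 active = compounds whose inhibition of the agonist-driven luminescence signal at 20 µM reaches about 50%, limit read from the data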;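 also: cells stimulated with CCL20 at 14 nM final; plate controls were DMSO with CCL20 for no effect and DMSO without agonist for full effect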
697 NFkB inh – inhibitors of PMA/ionomycin-induced NF-kB reporter, 697 cells, primary screen, B-cell NF-kB inhibitor project, cell-based, luminescence, uHTS; 697 B-cell NF-kB luciferase reporter, 16 h; inhibition, % at 4 µM; 0.33% of 330,000 active; AID 435022, 2010; in the data active = inhibition above about 35%
APJ antagonist – antagonists of human apelin receptor APJ, primary screen, CHO-K1 cells, beta-arrestin complementation, luminescence; inhibition, % at 20 µM; 0.32% of 330,000 active; P35414;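 active = inhibition above about 40% at 20 µM, limit read from the data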;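 also: cells challenged with 10 nM apelin-13 agonist together with compound; plate controls were apelin-13 plus DMSO wells for no effect and DMSO wells lacking apelin-13 for full effect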
Target sequence (P35414 whole entry, looked up): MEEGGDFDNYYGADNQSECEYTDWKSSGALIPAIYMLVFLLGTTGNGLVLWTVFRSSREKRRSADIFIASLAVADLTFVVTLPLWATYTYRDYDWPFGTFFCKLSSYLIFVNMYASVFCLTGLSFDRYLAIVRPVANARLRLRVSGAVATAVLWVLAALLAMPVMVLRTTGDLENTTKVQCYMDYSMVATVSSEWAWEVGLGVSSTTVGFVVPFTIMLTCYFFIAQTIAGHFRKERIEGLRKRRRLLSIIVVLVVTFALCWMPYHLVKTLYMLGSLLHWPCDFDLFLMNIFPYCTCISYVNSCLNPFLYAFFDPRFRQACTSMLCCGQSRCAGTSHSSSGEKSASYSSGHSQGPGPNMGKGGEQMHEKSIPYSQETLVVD
Jurkat NFkB inh – inhibitors of induced NF-kB luciferase reporter, primary screen, TCR NF-kB activation inhibitor project, cell-based, luminescence, uHTS. Jurkat, PMA/ionomycin-induced NF-kB luciferase reporter. inhibition, % at 4 µM. 0.53% of 330,000 active. AID 435003, 2010; in the data active = inhibition above about 50%
EBI2 antag – EBI2 receptor antagonists, beta-arrestin recruitment, primary screen, cell-based, luminescence, 7a,25-OHC stimulation, uHTS. G-protein coupled receptor 183 (Homo sapiens), P32249. 7a,25-OHC stimulated. inhibition, % at 5 µM. 0.81% of 360,000 active. AID 651636, 2012; in the data active = inhibition above about 38%;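 also: enzyme fragment complementation signal reports receptor beta-arrestin coupling in cells; 0% = agonist plus DMSO wells and 100% = wells without agonist; some results beyond the cut were filed as inactive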
Gli-Sufu block – Gli-Sufu pathway antagonists, primary screen, luciferase luminescence, Sufu-KO-LIGHT cells, uHTS; Sufu-KO-LIGHT fibroblasts, Gli luciferase reporter luminescence; inhibition, % at 5 µM; 0.74% of 340,000 active; AID 588413, 2011;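 active = inhibition above about 55%, limit read from the data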;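 also: 0% = DMSO-treated cells and 100% = wells with medium but no cells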
UBC13 inh – UBC13 polyubiquitin chain formation inhibitors, primary screen, biochemical, TR-FRET, uHTS; Ubiquitin-conjugating enzyme E2 N (Homo sapiens), P61088; inhibition, % at 20 µM; 0.47% of 330,000 active; AID 485273, 2010; in the data active = inhibition above about 45%, passing the limit was not always enough; inconclusive = no clear call, values can overlap the other calls
Target sequence (P61088 whole entry, looked up): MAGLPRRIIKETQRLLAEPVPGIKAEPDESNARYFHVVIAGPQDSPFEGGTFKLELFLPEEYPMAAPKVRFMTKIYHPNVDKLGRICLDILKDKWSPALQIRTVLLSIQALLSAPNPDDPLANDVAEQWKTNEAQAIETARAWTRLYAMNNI
The depositor's hits bear a star; u = inconclusive; x = no result given; & = joins results of further samples.

compound,CXCR6 block,CCR6 antag,697 NFkB inh,APJ antagonist,Jurkat NFkB inh,EBI2 antag,Gli-Sufu block,UBC13 inh
CCCOc1ccc(C2/C(=C(\O)c3c(C)[nH]c(C(=O)OC)c3C)C(=O)C(=O)N2CCN(C)C)cc1 (stereo unspecified),-2,-3,-15,13,-8,-2,-1,-13
CCCC1OC23CCCCC2C(C#N)(C(=N)O3)C1(C#N)C#N (stereo unspecified),4,14,5,7,-8,4,4,10
N#C/C(=C\c1cccs1)C(=O)Nc1nccs1,9,22,-36,22,-21,-2,-58,-6
COC(=O)C1=C(C(C)=O)C(c2ccc(C)cc2)n2nnnc2N1 (stereo unspecified),8,2,-18,15,4,7,3,-1
CCC(NC(=O)OCc1ccccc1)C(=O)Oc1ccc2ccc(=O)oc2c1 (stereo unspecified),-4,-16,9,9,16,-4,-16,20
COCCNC(=O)c1ccccc1NC(=O)c1cc(OC)cc(OC)c1,-9,11,7,15,3,-9,-34,7
CC(C)c1nnc(NC(=O)CCC(=O)NCc2ccco2)s1,-4,-17,14,-7,1,-4,-1,2
COc1ccccc1C(=O)NCCn1cc(SCC(=O)NCc2ccco2)c2ccccc21,4,8,-16,6,-4,6,-5,2
Nn1c(Cc2cccc3ccccc23)nnc1SCc1ccccc1Cl,1,5,20,10,3,18,9,19
C=CCC1(CC=C)CCCN1C(=O)c1cc(COc2ccc(C)nc2)on1,-7,7,3,3,43,-4,77*,6
COc1ccc2c(COC(=O)CNS(=O)(=O)c3ccc(C)c(C)c3)cc(=O)oc2c1,11,-13,-9,-5,-21,2,-13,0
O=C(Nc1ccc2oc(-c3ccccc3)nc2c1)C1CCCO1 (stereo unspecified),1,4,-157,9,-112,-1,-75,0
Cc1cc(C2C(=O)CC(=O)CC2c2ccccc2)on1 (stereo unspecified),5,-17,18,14,-6,-9,1,-5
O=C(CCn1cnnn1)Nc1ccc(Cl)cc1Cl,-16,16,12,12,0,8,2,-4
O=C(NCc1ccc(OC(F)(F)F)cc1)c1cccc2c1C(=O)c1ccc(N3CCC(Cc4ccccc4)CC3)cc1S2(=O)=O,3,13,12,13,-1,0,-1,-37

Later entries
compound,CXCR6 block,CCR6 antag,697 NFkB inh,APJ antagonist,Jurkat NFkB inh,EBI2 antag,Gli-Sufu block,UBC13 inh
O=c1cc(N2CCCC2)c(-c2ccccc2)n[nH]1,8,11,9,-10,-4,-1,3,0
COc1ccc(C(=O)Oc2ccc3ccc(=O)oc3c2)cc1OC,12,12,7,2,7,5,26,12
CCNc1nc(NC(C)(C)C)nc(N(C#N)CC)n1,5,6,5,9,2,6,1,6
CCOC(=O)CC(=O)CSc1ccc2nnc(-c3ccc(C)cc3)n2n1,0,-7,11,24,3,-6,5,7
COCCNC(=O)c1ccc2ccccc2n1,-6,25,15,6,-8,-2,-14,6
O=C(Nc1cccnc1)c1cc(S(=O)(=O)N2CCCCC2)c(Cl)cc1Cl,-4,-7,17,9,10,0,19,4
Cc1cccc(NC(=O)CN(c2ccc(F)cc2)S(C)(=O)=O)c1,2,10,-35,-15,0,3,-8,-13
COc1ccccc1NC(=S)Nc1ccc2cn[nH]c2c1,1,8,-46,-11,-26,-2,-15,-13
C/C(N)=C(/C#N)C(=O)CSc1nnc(COc2ccccc2Cl)o1,-6&-6,0&-12,-4,-11,-13,-3&-16,-10&-4,9
O=C(O)COCC(=O)N1CCN(c2cc(C(F)(F)F)nc3ccccc23)CC1,-2,2,9,8,5,-14,7,5
Cc1nnc(NC(=O)CC23CC4CC(CC(C4)C2)C3)s1,-1,6,2,-3,8,-11,16,0
O=C(OCCNC(=O)c1ccc2ccccc2n1)c1ccc(F)cc1,-4,17,-12,12,-14,0,-2,-9
Cc1ccc(CNC(=O)CCC2CCCN(C(=O)c3ccc4c(c3)OCO4)C2)o1 (stereo unspecified),0,11,10,-3,7,-6,4,8
CCCC(=O)Nc1ncnc2c1ncn2[C@@H]1O[C@@H]2COP(=O)(O)O[C@H]2[C@H]1OC(=O)CCC,8&4,-5&8,8,21,-7,-3&-1,0&-2,-5
O=C(Cn1cc(C(=O)c2cccs2)c2ccccc21)NCc1ccc2c(c1)OCO2,-5,-8,28,11,2,10,0,43

Structural class, the compounds so far with a thiophene ring, fused or not.
compound,CXCR6 block,CCR6 antag,697 NFkB inh,APJ antagonist,Jurkat NFkB inh,EBI2 antag,Gli-Sufu block,UBC13 inh
N#C/C(=C\c1cccs1)C(=O)Nc1nccs1,9,22,-36,22,-21,-2,-58,-6
O=C(Cn1cc(C(=O)c2cccs2)c2ccccc21)NCc1ccc2c(c1)OCO2,-5,-8,28,11,2,10,0,43

Following part:
compound,CXCR6 block,CCR6 antag,697 NFkB inh,APJ antagonist,Jurkat NFkB inh,EBI2 antag,Gli-Sufu block,UBC13 inh
COc1ccc(C2CC(=O)Oc3cc(OC)ccc32)cc1 (stereo unspecified),-2,0,-7,x,x,-12,-5,x
CCOc1ccc(N(CC(=O)Nc2ccc(OC)cc2)S(=O)(=O)c2c(C)noc2C)cc1,-10,11,9,-4,-3,11,2,0
COc1ccc(OC)c(CCNC(=O)Cn2nc(C)c3c(C)n(-c4ccccc4)nc3c2=O)c1,-4,7,-20,9,5,-9,23,2
COCCCN1CC23C=CC(O2)C(C(=O)O)C3C1=O (stereo unspecified),0,0,6,0,-10,-1,-3,4
CCOC(=O)c1c(NC(=O)c2ccccc2Cl)sc2c1CCc1ccccc1-2,-3,5,-14,2,-24,22,4,23
COc1ccc(N2CCN(C(=O)CSc3nnc4c(C)cc5cc(C)ccc5n34)CC2)cc1,6,9,-35,-28,-16,8,25,-19
COc1ccc(S(=O)(=O)Nc2ccc3c(c2)C(=O)N([C@@H](C)CO)C[C@H](C)[C@H](CN(C)S(=O)(=O)c2ccc(F)cc2)O3)cc1,6,3,16,-4,-2,7,7,14
COc1cc(/C=N/n2cnc3c(sc4nc(C)cc(C)c43)c2=O)ccc1O,x,8,-14,10,-9,x,-5,21
COc1ccc(N2CCN(C(=O)c3cccc(NS(=O)(=O)c4cccc(F)c4)c3)CC2)cc1,-14,7,-29,5,5,-4,-3,-14
CN(C)c1ccc(/C=C2\SC(=O)N(CCc3nnc(N)s3)C2=O)cc1,-1,12,-105,3,-17,17,-63,-65
Cc1cccc(N2CCN(C(=S)Nc3ccc4nc(N5CCN(C)CC5)cc(C)c4c3)CC2)c1C,-1,14,x,x,x,5,7,x
COC(=O)c1cc(OC)c(OC)cc1NC(=O)Nc1ccccc1F,-6,-1,15,4,15,-13,-17,7
CN(Cc1nc(-c2ccccc2)no1)C(=O)c1ccc2c(c1)OCO2,-2,3,-6,12,1,-9,-5,-3
O=C(NCc1ccco1)c1cc(-c2cccnc2)nc2ccccc12,3,3,-3,8,14,-1,0,3
CCOC(=O)N1CCN(C(=O)/C(=C/c2cccc3ccccc23)NC(=O)c2ccc(OC)cc2)CC1,1,2,-4,1,-29,4,0,7

(next part)
compound,CXCR6 block,CCR6 antag,697 NFkB inh,APJ antagonist,Jurkat NFkB inh,EBI2 antag,Gli-Sufu block,UBC13 inh
CC[C@@H](C)[C@@H]1CN([C@@H](C)CN2CCC[C@H]2CN2C(N)=NC[C@@H]2Cc2ccccc2)C(=N)N1CCc1ccc(Cl)c(Cl)c1,-13,12,-3,21,2,-2,8,76*
COc1ccc(NCc2nnc(SCCN3CCCCC3)n2-c2ccc(C)cc2)cc1,3,7,-21,14,-7,7,25,10
COc1ccccc1OCC(=O)NCC1CCCN(Cc2cnn(C(C)C)c2)C1 (stereo unspecified),0,6,11,6,14,-7,6,7
Cc1oc(=O)cc(OCc2ccccc2)c1C,-3,14,1,x,x,-9,-2,x
CC(C)CC(NC(=O)C(NC(=O)OC(C)(C)C)C(C)C)C(N)=O (stereo unspecified),-9,-1,9,8,0,3,3,3
CCCOc1ccc(C2C(C(=O)c3ccc(C)o3)=C(O)C(=O)N2Cc2cccnc2)cc1 (stereo unspecified),x,x,-31,7,-5,x,x,-40
COc1ccc2nc(SCc3cccc(C)c3)nc(C)c2c1,-3,26,-194,-15,-101,19,-63,-2
COc1ccc2nc(SCc3nc(N)nc(Nc4ccccc4)n3)[nH]c2c1,-20,11,-8,6,7,9,-5,46*
CCCCSc1nc2c(cc1C#N)CCC2,8,25,4,23,-15,16,-10,u
CCCOc1ccc(NC(N)=O)cc1OCCC,4,11,6,6,15,-5,-7,5
Cc1ccc(C23CC4CC(CC(C(=O)NC(C)C)(C4)C2)C3)cc1,7,10,15,5,10,-1,16,0
CN1CCN(NC(=O)c2cccc(F)c2)CC1,0,-18,-19,1,0,7,6,-1
Cc1ccc(N2CN(Cc3ccco3)CNC2=S)cc1,-5,11,4,6,2,0,-7,2
O=c1cc(/C=C/c2cccs2)[nH]c2ccccc12,-6,-12,-7,-18,8,-3,9,4
CC(NC(=O)COC(=O)c1cc(NS(=O)(=O)c2ccc(Cl)c([N+](=O)[O-])c2)ccc1O)C1CC2CCC1C2 (stereo unspecified),-18,-2,-13,-5,-5,42,11,-23

The results go on.
compound,CXCR6 block,CCR6 antag,697 NFkB inh,APJ antagonist,Jurkat NFkB inh,EBI2 antag,Gli-Sufu block,UBC13 inh
CCCNC(=O)CCn1nc(-c2ccccc2)c2ccccc2c1=O,0,11,-1,0,8,-4,-22,3
O=C1c2cccc3cccc(c23)C(=O)N1OS(=O)(=O)c1ccc(Br)cc1,10,-4,-10,16,-19,-11,8,-20
CC1CC(=O)N(CC(=O)N2CCCC2)c2ccccc2S1 (stereo unspecified),0,-15,15,-6,8,13,4,8
O=C(CSC1=NS(=O)(=O)c2ccccc2N1)NCc1ccc(F)cc1,-1,5,-12,14,2,7,-11,-5
C#CCOCCOCCOCCNc1nc(N2CCN(C(=O)CCCCCCCCCCNC(=O)[C@@H]([C@H](C)O)n3cc(C)nn3)CC2)nc(N2CCN(C(=O)CCCCCCCCCCNC(=O)[C@@H]([C@H](C)O)n3cc(C)nn3)CC2)n1,-3,0,-17,-4,8,7,23,22
C[C@H]1COC(=O)[C@H](Cc2ccc(F)cc2)C/C=C\C[C@@H](CC(=O)NCCO)C(=O)N1,-6,-8,12,8,13,-9,-7,5
CC1(C)CNC(=O)c2sc(NC(=O)c3ccccc3Cl)nc2C1,4,-6,24,-9,1,-6,9,-12

High-throughput results deposited in PubChem BioAssay by Sanford-Burnham Center for Chemical Genomics.
